High-throughput results: PubChem BioAssay, National Center for Advancing Translational Sciences (NCATS)
GCN5L2 inh – blocks human GCN5L2 histone acetyltransferase. GCN5L2 HAT assay, ThioGlo1 CoA-SH fluorescence. Potency, µM (top dose mostly 58.9 µM), for the others: at the top dose activity change, negative = inhibition, usual class: inhibitors. 0.21% of 390,000 active
Target sequence (Q92830 whole entry, looked up): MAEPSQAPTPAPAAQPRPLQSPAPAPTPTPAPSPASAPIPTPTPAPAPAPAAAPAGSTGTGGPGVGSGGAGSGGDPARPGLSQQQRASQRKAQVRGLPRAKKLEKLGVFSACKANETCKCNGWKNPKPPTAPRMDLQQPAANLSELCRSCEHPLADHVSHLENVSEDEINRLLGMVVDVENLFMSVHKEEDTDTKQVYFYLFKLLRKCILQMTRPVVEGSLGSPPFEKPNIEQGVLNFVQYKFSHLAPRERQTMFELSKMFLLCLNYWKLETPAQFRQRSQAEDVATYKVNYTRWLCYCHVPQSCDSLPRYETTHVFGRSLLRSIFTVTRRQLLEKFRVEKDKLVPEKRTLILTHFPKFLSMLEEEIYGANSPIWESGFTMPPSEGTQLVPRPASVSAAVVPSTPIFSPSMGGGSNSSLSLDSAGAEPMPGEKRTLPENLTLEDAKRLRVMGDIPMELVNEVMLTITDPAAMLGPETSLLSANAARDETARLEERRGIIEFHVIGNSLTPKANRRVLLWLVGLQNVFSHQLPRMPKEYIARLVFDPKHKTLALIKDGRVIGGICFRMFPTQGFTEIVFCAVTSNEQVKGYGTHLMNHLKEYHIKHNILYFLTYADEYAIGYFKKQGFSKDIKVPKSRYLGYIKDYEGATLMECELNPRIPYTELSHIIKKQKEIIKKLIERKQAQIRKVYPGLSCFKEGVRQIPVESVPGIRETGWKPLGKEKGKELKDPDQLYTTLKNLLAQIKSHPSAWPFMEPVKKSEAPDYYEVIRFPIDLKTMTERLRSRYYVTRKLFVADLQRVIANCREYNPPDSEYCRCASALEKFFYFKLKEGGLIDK
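GCN5L2 (20 nM) in 50mM HEPES pH 7.5, 0.1mM EDTA, 0.01% Tween-20 preincubated 15 min with compounds at room temperature. Reaction started with H3(1-25) 75uM, acetyl-CoA 70uM, ThioGlo1 50uM; CoA-thiol fluorescence (Ex340/Em540) read at 0 and 20 min.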
TDP1 cell noCPT – qHTS for Inhibitors of human tyrosyl-DNA phosphodiesterase 1 (TDP1): qHTS in cells in absence of CPT. DT40 Tdp1-/- hTDP1 cells, no CPT, ATP luminescence, 48 h. Potency, µM (top dose mostly 46.2 µM), inactives show at the top dose activity change, negative = growth inhibition, most hits filed as inhibitors. 15% of 420,000 active. AID 686978, 2013; also: nearly all actives have a fitted effect of over 55% in size
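Compound effects on proliferation are scored in DT40 Tdp1-/-;hTDP1 cells in the absence of CPT. ATP levels (CellTiter-Glo luminescence) are recorded after a ≥48 hr, 37 °C incubation.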
DT40 TDP1 CPT – DT40-hTDP1 cell growth loss with CPT. 12% of 420,000 active. Potency, µM (top dose mostly 46.2 µM), for inactives: at the top dose activity change, negative = growth inhibition, usual class: inhibitors. AID 686979. chicken DT40 Tdp1-/-;hTDP1 cells + 20 nM CPT, ATP luminescence, 48 h; also: nearly all actives have a fitted effect of over 55% in size
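Chicken DT40 Tdp1-/- cells stably complemented with human TDP1 were seeded at 400 cells/well in medium containing 20 nM camptothecin, exposed to pin-transferred compounds, and grown at 37 °C for at least 48 hr. Viability was read as ATP luminescence.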
* = called active by the depositor; u = inconclusive; x = not tested or not shown; & = joins results of further samples; ! = not confirmed by another sample. Calls follow the shape of the dose curve; as a rule, active = well fitted curve in the direction sought with a large enough effect; inconclusive = small, poorly fitted or top-dose-only effect, or another doubt; inactive = no such curve, though single readings can be large; an effect the other way counts as inactive or inconclusive. % is scaled to controls: 0 for no effect and ±100 for the full control effect; potency is read from the fitted curve at half-maximal effect. The order is random; overall some 18% were active at least once.

The first four compounds, ahead of the listing:
SMILES | GCN5L2 inh | TDP1 cell noCPT | DT40 TDP1 CPT
CC1=C(C)CC(C(=O)Nc2nc(-c3ccc(F)cc3)c(C)s2)C(C(=O)O)C1 (configuration not stated) | -2% | -10% | -1%
CN(C)C1=C(Cl)C(=O)N(c2ccc(Cl)c(Cl)c2)C1=O | -2% | u | u
Cc1ccc(-c2noc(COc3ccc4c(c3)OCO4)n2)cc1 | -4% | -28% | -8%
N#Cc1c(-c2ccco2)ccn(Cc2cccc(F)c2)c1=O | -14% | -22% | -19%

The listing (from the top)
SMILES | GCN5L2 inh | TDP1 cell noCPT | DT40 TDP1 CPT
CC1=C(C)CC(C(=O)Nc2nc(-c3ccc(F)cc3)c(C)s2)C(C(=O)O)C1 (configuration not stated) | -2% | -10% | -1%
CN(C)C1=C(Cl)C(=O)N(c2ccc(Cl)c(Cl)c2)C1=O | -2% | u | u
Cc1ccc(-c2noc(COc3ccc4c(c3)OCO4)n2)cc1 | -4% | -28% | -8%
N#Cc1c(-c2ccco2)ccn(Cc2cccc(F)c2)c1=O | -14% | -22% | -19%
CCn1c2ccccc2c2cc(NC(=O)c3ccc([N+](=O)[O-])cc3)ccc21 | -1% | u | -5%
Nc1nc2c(c(=O)[nH]1)N=C(CNc1ccc(C(=O)NC(CCC(=O)O)C(=O)O)cc1)CN2 (configuration not stated) | -7% | -15% | 7%
O=C(CSc1ccc(-c2cccs2)nn1)Nc1ccccc1 | -10%&-4% | 21µM* | 13µM*!
COc1ccc(OCC(=O)N2N=C(C(F)F)CC2(O)C(F)F)cc1 (configuration not stated) | 0% | u | -19%
COc1ccc(CNC(=O)C2CCN(S(=O)(=O)N3CC(C)CC(C)C3)CC2)cc1 (configuration not stated) | -7% | 19% | -20%
O=S1(=O)CC(N2CCN(CCO)CC2)CN1Cc1cn(Cc2ccccc2)nn1 (configuration not stated) | x | -21% | -2%
S=c1[nH]nc(-c2ccn[nH]2)n1-c1ccccc1Cl | -2% | -4% | 10%
COc1ccccc1C(=O)Nc1ccc(OCc2nnc3c4ccccc4c(C)nn23)cc1 | -9% | 13µM* | u
CCC(C)(C(=O)NC1CCCC1)N(C(=O)c1ccccn1)c1ccc(C)cc1 (configuration not stated) | -4% | -16% | -4%
O=C(NCc1ccccc1Cl)C1=Cc2cc(Br)ccc2OC1 | -7% | u | u
Cc1c(Cl)cccc1-c1ccc(CNCc2ccccn2)o1 | -7% | u | u

Compound profiles, as listed above.
O=C(CSc1ccc(-c2cccs2)nn1)Nc1ccccc1 across the screens: GCN5L2 inh = -10%&-4%; TDP1 cell noCPT = 21µM*; DT40 TDP1 CPT = 13µM*!
COc1ccc(CNC(=O)C2CCN(S(=O)(=O)N3CC(C)CC(C)C3)CC2)cc1 (configuration not stated) across the screens: GCN5L2 inh = -7%; TDP1 cell noCPT = 19%; DT40 TDP1 CPT = -20%

Next section
SMILES | GCN5L2 inh | TDP1 cell noCPT | DT40 TDP1 CPT
COc1ccc(OC)c(S(=O)(=O)n2nnc3cc(Cl)ccc32)c1 | u | 0% | -18%
Cc1ccc(S(=O)(=O)N2CCN(C(=O)CN3C(=O)NC(C)(CCC(C)C)C3=O)CC2)c(C)c1 (configuration not stated) | x | u | u
CCOC(=O)NN1C(=O)c2ccccc2NC12CCCC2 | -7% | -16% | 3%
O=c1[nH]c2ccccc2cc1CN(Cc1cccnc1)S(=O)(=O)c1ccc(Cl)cc1 | -5% | 26µM* | u
Cc1nc2c(ccc3nc(NC(=O)Cc4ccccc4)sc32)s1 | -14% | u | u
Cc1ccc([C@@H]2CC=C(C(=O)O)CN2S(=O)(=O)c2ccc(C)cc2)cc1 | -23% | 0% | -2%
CCc1ccc(NC(=O)C(=O)NCC2CCCO2)cc1 (configuration not stated) | 3% | u | 1%
Cc1ccc(CSCc2ccc(C(=O)NCCc3ccc(Cl)cc3)o2)cc1 | -1% | u | u
Cc1nnc(N2C(=O)C(=O)/C(=C(/O)c3ccc4c(c3)OCCO4)C2c2cccc([N+](=O)[O-])c2)s1 (configuration not stated) | x | u | u
O=C(CN1C(=O)COc2ccc(S(=O)(=O)N3CCCCC3)cc21)NCc1ccc(Cl)cc1 | -6%&-2% | u | u
COc1ccc(C(C)=O)c2c1OCCO2 | -5% | 26% | -3%
CC1(C)CC(=O)C=C(NCCc2ccc(S(N)(=O)=O)cc2)C1 | 1% | -26% | 2%
COc1cccc(C(=O)Nc2ccc(C)cc2)c1 | 0% | -9% | -7%
O=c1[nH][nH]c(C(F)(F)F)c1C=NCc1cccs1 | 1% | -11% | -5%
COCCSc1ccccc1C(=O)N1CCCC(C)C1 (configuration not stated) | 0% | -18% | -8%
CCOc1ccc(NC(=O)CC2C(=O)N(c3ccc(C)cc3)C(=O)N2CCC2=CCCCC2)cc1 (configuration not stated) | -7% | u | u
Cc1nnc(SCc2cc(=O)[nH]c(N3CCCCC3)n2)s1 | x | -5% | -3%
N#Cc1ccccc1CSc1nc2ncc(Br)cc2[nH]1 | -15% | -10% | -6%
CNc1cc(C)nc(N2CCOCC2)n1 | -2% | -1% | 3%
COc1ccccc1NS(=O)(=O)c1cccc(NS(=O)(=O)c2cc(C(=O)O)ccc2Cl)c1 | x | -21% | -4%
CCC(C)c1ccccc1NC(=O)C(C)N(C)Cc1cccc(OC)c1 (configuration not stated) | -8% | 16µM* | u
COc1ccc(Cl)cc1Nc1nc(N)c2ccccc2n1 | -5% | u | u
COc1ccc(C2C(C#N)=C(N)OC3=C2C(=O)CC(C)(C)C3)c(OC)c1OC (configuration not stated) | -8% | -7% | -4%
O=C(CCCCCn1c(=O)c2sccc2n(Cc2ccc(Cl)cc2)c1=O)NCc1ccc2c(c1)OCO2 | 2% | u | u
CCCCCCCN1CCN=C1N(C)C | -16% | 16µM* | u
COc1ccc(C(c2nnnn2CCc2ccccc2)N2CCN(C3CCCC3)CC2)cc1 (configuration not stated) | -6% | -16% | u
CCCc1cc(=O)[nH]c(SCC(=O)N2CCN(S(=O)(=O)c3ccc(C)cc3C)CC2)n1 | -1% | u | -5%
C[C@H](O)[C@@H]1C(=O)N2CCc3ccc(N4CCN(C)CC4)cc3[C@@H]2C[C@@H]1N(C)C(=O)c1cccnc1 | x | -12% | -7%
Cc1cc(Cl)ccc1OCc1cn2cccnc2n1 | 1% | -10% | -3%
COc1cc(-n2c(C)nc3cccnc32)c(Cl)cc1C(=O)O | 1% | 16% | -10%
CCOc1ccc(NC(=O)COC(=O)Cc2ccsc2)cc1 | 0% | -30% | 21%
CCOC(=O)c1ccc(-n2cncn2)nc1 | -3% | 19% | 1%
Cc1c(CCNC(=O)c2ccc(C(C)(C)C)cc2)sc2nc(-c3ccc(F)cc3)nn12 | -8% | 13µM* | 15µM*
CSc1ccccc1NC(=O)CN(C)C(C)C(=O)Nc1ccc(C#N)cc1 (configuration not stated) | -2% | u | u
Cc1sc2nc(CSCC(=O)Nc3ccccc3C#N)[nH]c(=O)c2c1C | -2% | 16µM* | u
CC1=CC(C)(C)N(C(=O)CSc2nnc(-c3ccc(C)cc3)o2)c2ccc(C)cc21 | -4% | 18µM* | u
CC#CCN1c2ccccc2[C@]23C[C@@H](C(=O)OC)N(C(=O)NC4CCCCC4)C2=NC(C(=O)OC)=C(C(=O)OC)[C@H]13 | x | -23% | -25%
CCn1c2ccccc2c2cc(NC(=O)CSc3nnc(-c4cccc(OC)c4)n3N)ccc21 | -1% | u | u
Nc1cc2c3c(cccc3c1)C(=O)N(CCN1CCCC1)C2=O | -21% | 1.2µM* | 0.73µM*
COc1cccc(C(NC(C)=O)c2nc(-c3ccc(C)c(C)c3)cs2)c1 (configuration not stated) | x | u | u
NC(=O)c1ccsc1NC(=O)CSc1nnc2ccccn12 | -9% | -5% | -17%
O=c1[nH]c(Sc2ccc([N+](=O)[O-])cc2[N+](=O)[O-])nc2ccccc12 | x | 13µM* | 3.3µM*
CCNc1ncc2nc(-c3cc(F)cc(F)c3)c(=O)n(-c3ccccc3)c2n1 | -30% | u | 0%
O=C(CCOc1ccccc1)Nc1ccnn1C1CCN(C(=O)CCC(F)(F)F)CC1 | -6% | -2% | -21%
COC(=O)c1ccccc1NS(=O)(=O)c1ccc2c3c(cccc13)C(=O)N2 | -13% | u | -18%

7 entries already listed, sorted by SMILES length, high to low.
SMILES | GCN5L2 inh | TDP1 cell noCPT | DT40 TDP1 CPT
CC#CCN1c2ccccc2[C@]23C[C@@H](C(=O)OC)N(C(=O)NC4CCCCC4)C2=NC(C(=O)OC)=C(C(=O)OC)[C@H]13 | x | -23% | -25%
CC1=CC(C)(C)N(C(=O)CSc2nnc(-c3ccc(C)cc3)o2)c2ccc(C)cc21 | -4% | 18µM* | u
CCn1c2ccccc2c2cc(NC(=O)CSc3nnc(-c4cccc(OC)c4)n3N)ccc21 | -1% | u | u
O=C(CCOc1ccccc1)Nc1ccnn1C1CCN(C(=O)CCC(F)(F)F)CC1 | -6% | -2% | -21%
COc1cccc(C(NC(C)=O)c2nc(-c3ccc(C)c(C)c3)cs2)c1 (configuration not stated) | x | u | u
CSc1ccccc1NC(=O)CN(C)C(C)C(=O)Nc1ccc(C#N)cc1 (configuration not stated) | -2% | u | u
Nc1cc2c3c(cccc3c1)C(=O)N(CCN1CCCC1)C2=O | -21% | 1.2µM* | 0.73µM*

Further results follow:
SMILES | GCN5L2 inh | TDP1 cell noCPT | DT40 TDP1 CPT
O=C(Nc1ccc2c(c1)OCO2)C1CCCN(S(=O)(=O)c2cccs2)C1 (configuration not stated) | 0% | u | 16µM*
Cc1ccc(-c2nc3ccccc3[nH]2)cc1NC(=O)/C=C/c1ccco1 | -4% | 16µM* | u
CCCCc1cc(=O)oc2cc(C)cc(OCC(=O)N[C@@H](CSCc3ccccc3)C(=O)O)c12 | 1.8µM* | 1% | -1%
Cc1cc(NCc2ccccn2)n2ncc(-c3ccccc3)c2n1 | 0% | 0.15µM* | 0.16µM*
CCN1C(=O)CS/C1=C(\C#N)S(=O)(=O)c1ccccc1 | -4% | -16% | -13%
COC(=O)c1ccc(NC(=O)CSc2nnc(C)n2-c2ccccc2)cc1 | x | 7% | -6%
CC(NC(=O)c1ccc(Br)s1)c1ccncc1 (configuration not stated) | -3% | -22% | -1%
CCc1ccccc1N1CC(c2nc3ccccc3n2CCCCOc2ccccc2)CC1=O (configuration not stated) | -8% | -19% | -24%
Cc1ccc(SCC(=O)OCC(=O)N(C)CC(=O)Nc2ccccc2Cl)cc1C | -7% | 12% | -1%
CCC(=O)N1CCc2cc(S(=O)(=O)CCC(=O)NCc3ccco3)ccc21 | -9% | 2.9µM* | -102%
COc1ccc(NC(=O)C2(N(CC(C)C)C(=O)Cn3nnnc3N)CCCCC2)cc1 | 4% | -6% | -9%
Cc1nn(-c2ccccc2)c(C)c1C(=O)NNC(=O)C(F)(F)F | -9% | -26% | 19%
CCc1nn(C(CC)C(=O)NCCCN2CC(C)CC(C)C2)c(=O)c2cc3oc(C)cc3n12 (configuration not stated) | -5% | u | 16µM*
O=C(NC1CCCC1)C(=O)N(Cc1cccnc1)C(C(=O)NCC1CCCO1)c1ccco1 (configuration not stated) | -3% | 0% | u
CC(=O)c1cccc(Nc2ccc(-c3ccccc3F)nn2)c1 | -1% | -24% | 3%
CC(C)OCc1c(C(=O)OC/C(O)=C(\C#N)c2nc3ccccc3[nH]2)oc2ccccc12 | -3% | u | 11%
Cc1nn(CC(=O)c2ccc3c(c2)OCCO3)c(=O)c(C#N)c1C | -5% | -9% | -2%
Cc1cc(C)c(O)c(-c2cc(C(=O)NCc3ccccc3)[nH]n2)c1 | -7% | u | 18µM*
CCOC(=O)CCCOC(=O)c1ccc(S(=O)(=O)N(C)C)cc1 | -4% | 4% | 2%
CCO[C@@H]1OC(C(=O)NCc2nc3ccccc3[nH]2)=C[C@H](C(C)(C)C)[C@H]1CCCO | x | 1.2µM* | 1.3µM*
CC(/C=C/c1ccccc1)=N\NC(=O)c1ccc2c(c1)OCCO2 | -1% | u | u
CCC(=NCCc1c(C)[nH]c2ccc(C)cc12)C1=C(O)CC(c2ccccc2)CC1=O (configuration not stated) | -8% | 0.82µM* | 0.58µM*
Cc1c(Cl)cccc1Nc1nc2ccc(C(=O)c3ccccc3)cc2n2cnnc12 | -7% | 23µM* | u
O=C1NC(c2ccc(-c3ccccc3[N+](=O)[O-])o2)C(C(=O)c2ccccc2)C(O)(C(F)(F)F)N1 (configuration not stated) | 4% | u | u
